# Bioassay records from PubChem.
# CCR6 antagonist: CCR6 (human) receptor antagonism. CHO-K1 CCR6 PathHunter beta-arrestin, luminescence, CCL20-stimulated. inhibition, % at 20 µM. 0.49% of 340,000 active;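 active means compounds whose inhibition of the agonist-driven luminescence signal at 20 µM reaches about 50%, limit read from the data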;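 further: cells stimulated with CCL20 at 14 nM final; plate controls were DMSO with CCL20 for no effect and DMSO without agonist for full effect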
# Gli-Sufu antag: blocks Gli-Sufu signaling in a luciferase reporter; Sufu-KO-LIGHT fibroblasts, Gli luciferase reporter luminescence; inhibition, % at 5 µM; 0.74% of 340,000 active;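 active means inhibition above about 55%, limit read from the data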;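 further: 0% = DMSO-treated cells and 100% = wells with medium but no cells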
# MPTP block: permeability transition pore inhibition. isolated mouse mitochondria, Ca2+ swelling absorbance, 30 min. inhibition, % at 10 µM. 1.4% of 360,000 active. AID 602449;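 active means inhibition of 50% or more, scaled per plate between neutral and stimulator controls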;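 further: 0% = DMSO wells given calcium and 100% = 1 mM EGTA wells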
# CXCR6 block: inhibitors of human CXCR6 receptor; O00574; 0.36% of 360,000 active; CHO-K1 PathHunter CXCR6 beta-arrestin, luminescence; inhibition, % at 20 µM; in the data active means inhibition above about 34%, passing the limit was not always enough;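 further: antagonist mode with CXCL16 agonist at 10 nM final; 0% = 10 nM CXCL16 with DMSO and 100% = unstimulated wells without agonist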
# Target sequence (O00574 whole entry, looked up): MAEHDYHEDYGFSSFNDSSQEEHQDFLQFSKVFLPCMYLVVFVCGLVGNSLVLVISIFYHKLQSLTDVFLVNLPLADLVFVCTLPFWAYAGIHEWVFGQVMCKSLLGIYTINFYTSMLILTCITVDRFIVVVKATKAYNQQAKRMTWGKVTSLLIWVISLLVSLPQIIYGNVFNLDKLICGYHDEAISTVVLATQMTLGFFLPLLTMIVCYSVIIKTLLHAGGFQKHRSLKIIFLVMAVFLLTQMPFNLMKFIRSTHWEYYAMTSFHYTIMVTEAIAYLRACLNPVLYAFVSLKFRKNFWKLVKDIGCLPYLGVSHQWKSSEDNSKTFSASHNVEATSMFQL
# EBI2 block: antagonists of human EBI2 receptor | EBI2 beta-arrestin recruitment, luminescence, 7a,25-OHC stimulated | inhibition, % at 5 µM | 0.81% of 360,000 active; in the data active means inhibition above about 38%;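 further: enzyme fragment complementation signal reports receptor beta-arrestin coupling in cells; 0% = agonist plus DMSO wells and 100% = wells without agonist; some results beyond the cut were filed as inactive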
# Target sequence (P32249 whole entry, looked up, the tested form may be a part): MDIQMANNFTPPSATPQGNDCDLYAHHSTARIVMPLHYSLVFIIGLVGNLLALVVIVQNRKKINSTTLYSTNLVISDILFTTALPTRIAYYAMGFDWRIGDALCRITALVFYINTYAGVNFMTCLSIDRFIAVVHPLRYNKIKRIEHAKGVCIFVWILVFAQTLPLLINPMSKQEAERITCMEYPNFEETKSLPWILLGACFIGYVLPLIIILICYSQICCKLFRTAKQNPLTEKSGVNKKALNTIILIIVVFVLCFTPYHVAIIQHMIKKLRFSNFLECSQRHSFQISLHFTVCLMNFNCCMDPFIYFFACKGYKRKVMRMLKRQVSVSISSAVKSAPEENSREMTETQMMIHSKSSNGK
# A3A deaminase: blocks human APOBEC3A ssDNA deamination | recombinant A3A, FAM/TAMRA ssDNA deamination fluorescence | AID 493011 | 0.41% of 330,000 active | P31941 | inhibition, % at 20 µM;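 active means at least 40% inhibition at 20 µM here, with at most 30% in a related deaminase screen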;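 further: plate controls were A3A with DMSO for no effect and wells lacking A3A enzyme for full effect; some results filed as inactive read as strong as hits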
# A3G deaminase: blocks human APOBEC3G single-stranded DNA deamination; recombinant A3G, ssDNA deamination FAM/TAMRA fluorescence; Q9HC16; 0.28% of 330,000 active; inhibition, % at 20 µM;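 active means inhibition of at least 40% at 20 µM, with no more than 30% in the related APOBEC3A deaminase screen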;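 further: plate controls were DMSO wells with A3G for no effect and wells lacking A3G enzyme for full effect; some compounds called inactive have numbers as strong as hits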
# Target sequence (Q9HC16 whole entry, looked up): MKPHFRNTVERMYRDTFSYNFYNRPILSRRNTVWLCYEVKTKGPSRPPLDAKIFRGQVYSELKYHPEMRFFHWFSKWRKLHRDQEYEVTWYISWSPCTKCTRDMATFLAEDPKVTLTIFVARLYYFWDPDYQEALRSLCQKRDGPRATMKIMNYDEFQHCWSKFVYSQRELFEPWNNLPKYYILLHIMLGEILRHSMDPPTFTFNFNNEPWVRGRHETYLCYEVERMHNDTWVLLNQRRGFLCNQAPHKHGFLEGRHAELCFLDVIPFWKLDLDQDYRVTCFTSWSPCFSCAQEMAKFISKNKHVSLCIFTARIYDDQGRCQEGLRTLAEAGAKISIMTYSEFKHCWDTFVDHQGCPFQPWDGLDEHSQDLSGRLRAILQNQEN
# NR3A LBD binder: modulators (binders) of human NR3A ligand-binding domain. Tm shift relative to glycine control, % at 25 µM. 2.5% of 340,000 active. NR3A LBD differential scanning fluorimetry, Tm shift; 0% = protein alone, 100% = glycine-bound protein. AID 1259313;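 active means melting temperature shift of at least 10% of the positive control shift, at one fixed dose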
# * hit, by the source's call; x = not tested or not shown.
cpd	molecule	CCR6 antagonist	Gli-Sufu antag	MPTP block	CXCR6 block
1	Nc1nonc1-n1nnc(C(=O)N/N=C\c2ccncc2)c1CN1CCCCC1	12	0	1.2	-7
2	Cc1c(Br)cc(C(=O)O)c(C)c1C	7	1	-0.2	-2
3	O=C(NCCOc1ccc(Cl)cc1)C1CCCCC1	11	-5	-0.3	-6
4	CCN(CC(=O)Nc1c(F)cccc1F)C(=O)c1cc([N+](=O)[O-])ccc1N1CCOCC1	9	-1	-2.6	6
5	COCc1ccc(C(=O)Nc2cccc(S(=O)(=O)N(C)c3ccccc3)c2)cc1	10	4	0.1	-10
6	COc1ccc(-c2nc(C)c(C(C)=O)n2O)cc1OC	-11	-6	-7.6	-2
7	CC(C)(C)[C@H]1COC(=O)[C@@H](Cc2ccc(F)cc2)CC/C=C/C[C@@H](CC(=O)N[C@@H](CO)Cc2ccccc2)C(=O)N1	-10	9	-0.1	4
8	CC1CC(=O)N(CC(=O)Nc2cccc(F)c2)c2ccccc2S1(=O)=O (stereo not given)	9	-2	0.4	-2
9	CC(C)[C@H]1CN=C2N(C[C@H](C)NC(=O)CCC3CCCCC3)[C@H](Cc3ccc(O)cc3)CN21	4	10	1.7	9
10	Cc1ccsc1/C=N/NC(=O)c1nnn(-c2nonc2N)c1CN(C)c1ccccc1	-7	-1	-0.4	0

cpd	EBI2 block	A3A deaminase	A3G deaminase	NR3A LBD binder
1	3	-3	-8	0
2	-8	-2	-1	0
3	61*	0	4	-3
4	-2	1	-9	0
5	2	-1	-1	3
6	-6	-4	-5	1
7	-7	-3	-5	2
8	5	1	2	0
9	-4	0	-7	-1
10	6	-3	6	2

# Continuation.
cpd	molecule	CCR6 antagonist	Gli-Sufu antag	MPTP block	CXCR6 block
11	COc1cc(CNn2c(C)n[nH]c2=S)cc(Br)c1OCC(=O)NC(C)(C)C	-18	-13	0.3	-14
12	CCOCCCNC(=O)c1cn2c3c(ccc(Cl)c3c1=O)OC(C)C2 (stereo not given)	5	6	-0.8	-7
13	CC1CC(=O)N(CC(=O)Nc2cccc(Cl)c2)c2ccccc2S1(=O)=O (stereo not given)	-3	-7	-0.7	-4
14	Cc1cc(Cl)ccc1OCC(=O)OCC(=O)NC1CCCC1	10	-2	0.9	1
15	CC(C)CN(C(=O)CN1CCN(c2ccccc2F)CC1)c1c(N)n(CC(C)C)c(=O)[nH]c1=O	10	2	-1.2	-3
16	S=c1[nH]nc(C2CCCCC2)n1/N=C/c1ccccc1Br	20	19	1.1	13
17	COc1ccc(-n2nnnc2-c2cnc3cc4c(cc3c2C)OCO4)cc1	11	10	0.9	-9
18	Nc1nc(-c2cccnc2)nc2sc3c(c12)CCCC3	-14	-105	3.8	-5
19	CSCCC(NS(=O)(=O)c1ccc2c(c1)OCCO2)C(=O)N(C)Cc1ccc(C)cc1 (stereo not given)	-3	8	-0.5	-8
20	CCn1c(Sc2ccc(N)cc2Cl)nc2ccccc21	-2	30	1.6	2

cpd	EBI2 block	A3A deaminase	A3G deaminase	NR3A LBD binder
11	-7	-8	11	0
12	1	-2	-7	0
13	-12	-2	-6	0
14	7	-3	1	0
15	-12	-6	-8	-3
16	-12	1	3	-22
17	3	-1	-3	-2
18	1	1	1	-38
19	11	-6	-10	-5
20	1	-3	-3	3

# Next section:
cpd	molecule	CCR6 antagonist	Gli-Sufu antag	MPTP block	CXCR6 block
21	COc1ccc(CCN(C)C(=O)c2cc(-c3ccccc3)nc3ccc(C)cc23)cc1OC	4	-3	0.5	3
22	CC(=O)Nc1ccc(NC(=O)COC(=O)Cc2cccs2)cc1	16	12	-1.2	-1
23	O=C(COc1ccccc1[N+](=O)[O-])N/N=C/c1ccc(O)c([N+](=O)[O-])c1	28	2	-0.6	9
24	CC12CCC(=O)N1C(C(=O)NCCN1C(=O)S/C(=C\c3ccc(OC(F)F)cc3)C1=O)CS2 (stereo not given)	1	-3	0.7	-4
25	O=C(/C=C/c1ccc(Cl)cc1)Nc1ccc(S(=O)(=O)Nc2ncccn2)cc1	19	2	-0.3	-2
26	CC(C)(C)OC(=O)C[C@@H]1C/C=C\C[C@@H](CC(=O)N(CCO)Cc2ccccc2)C(=O)NCCOC1=O	3	34	0.0	5
27	O=C(Cc1coc2cc3c(cc12)CCC3)NC1CCCCCCC1	4	-3	14	5
28	Cc1ccccc1OCCC(=O)OCC(=O)Nc1ccc(C(N)=O)cc1	9	-26	0.3	-5
29	COc1ccc(C(C(=O)NC2CCCC2)N(C(=O)c2snc(-c3ccc(F)cc3)c2N)c2ccc(OC)cc2)cc1 (stereo not given)	12	12	4.0	7
30	Cc1ccc(NC(=O)CCC(=O)NNC(=S)Nc2ccccc2)c(C)c1	6	2	-0.4	8

cpd	EBI2 block	A3A deaminase	A3G deaminase	NR3A LBD binder
21	8	-3	-8	-3
22	-12	1	1	0
23	4	0	-2	-1
24	15	-1	-6	2
25	-6	3	-3	-3
26	-2	3	-1	-1
27	12	-2	-4	-8
28	-11	23	-5	-8
29	-3	-4	-7	-2
30	-9	-8	-7	1

# (continued)
cpd	molecule	CCR6 antagonist	Gli-Sufu antag	MPTP block	CXCR6 block
31	Cc1ccc(S(=O)(=O)NCC(=O)N(CC(=O)NC2CCCC2)CC2CCCO2)cc1 (stereo not given)	2	-19	1.0	-5
32	Clc1ccc(N=C2SCC3CCCCN23)cc1 (stereo not given)	21	-45	-1.8	-4
33	CCOC(=O)N1CCN(C(=O)COc2ccccc2OC)CC1	8	5	-1.1	-13
34	O=c1cc(O)nc(SCc2ccc(Cl)cc2)[nH]1	25	-1	0.3	13
35	CC(C)(O)C#Cc1ccc(CN2CCC(n3nccc3NC(=O)C3CC3)CC2)cc1	17	x	1.8	7
36	O=C(COC(=O)CN1C(=O)C2CCCCC2C1=O)NCc1ccc(Cl)cc1Cl (stereo not given)	10	-1	0.4	0
37	CCCCOc1ccc(S(=O)(=O)N2CCCCC2)cc1	12	-6	0.4	-5
38	O=C(Nc1ccc2c(c1)OCO2)N1CCCc2ccccc21	9	-11	0.9	3
39	COc1ccc(C2/C(=C(/O)c3ccc(F)cc3)C(=O)C(=O)N2c2ccccn2)cc1OC (stereo not given)	1	-9	0.9	4
40	Cc1cc(C)c(S(=O)(=O)N2CCCC2)c(C)c1	6	0	-0.4	8

cpd	EBI2 block	A3A deaminase	A3G deaminase	NR3A LBD binder
31	-10	7	4	0
32	4	6	4	0
33	-2	0	-2	x
34	0	2	-2	-4
35	-3	-5	-8	-2
36	1	-4	-8	2
37	3	-1	-1	-2
38	-11	-3	-6	2
39	-6	2	0	0
40	-8	-2	-7	-1

# Following part:
cpd	molecule	CCR6 antagonist	Gli-Sufu antag	MPTP block	CXCR6 block
41	O=C(CSCc1ccccc1Br)Nc1ccccc1	1	36	0.2	-2
42	CC(=O)Nc1ccc(NC(=O)CCc2nc3ccccc3c(=O)[nH]2)cc1	10	-3	-0.3	4
43	CCOC(=O)c1sc(NC(=O)CN2CCCC2)c(C(=O)OCC)c1C	8	-5	-0.5	1
44	COC(=O)Cn1c(=NC(=O)CSCC(=O)Nc2cc(C)on2)sc2ccccc21	-4	2	-1.5	1
45	CCCCn1c(N)c(N(CC(C)C)C(=O)C2CCN(S(=O)(=O)c3ccc(C)cc3C)CC2)c(=O)[nH]c1=O	8	-9	-0.6	5
46	O=C(COc1c(CO)cc(Br)cc1CO)NC1CCCc2ccccc21 (stereo not given)	4	2	-5.2	0
47	CCN1CCN(S(=O)(=O)c2ccc3c(c2)OCCO3)CC1	1	6	0.5	-3
48	CCc1ccccc1OCC(=O)Nc1cc(S(=O)(=O)N2CCOCC2)ccc1N1CCCCC1	21	21	0.4	10
49	Cc1ccc(SCCC(=O)N2CCC(C(N)=O)CC2)cc1	-19	-9	-0.4	-6
50	O=S1(=O)CC(O)C(NCc2cccnc2)C1 (stereo not given)	-9	-12	1.0	2

cpd	EBI2 block	A3A deaminase	A3G deaminase	NR3A LBD binder
41	5	-6	-7	3
42	-11	2	-4	1
43	-4	-4	-6	0
44	-7	1	-6	2
45	1	1	-2	-2
46	30	-3	-8	1
47	-7	0	-6	-1
48	27	-1	-2	7
49	-1	1	2	2
50	-8	2	-2	-2

# Among those listed so far, these have bromine.
cpd	molecule	CCR6 antagonist	Gli-Sufu antag	MPTP block	CXCR6 block
2	Cc1c(Br)cc(C(=O)O)c(C)c1C	7	1	-0.2	-2
11	COc1cc(CNn2c(C)n[nH]c2=S)cc(Br)c1OCC(=O)NC(C)(C)C	-18	-13	0.3	-14
16	S=c1[nH]nc(C2CCCCC2)n1/N=C/c1ccccc1Br	20	19	1.1	13
41	O=C(CSCc1ccccc1Br)Nc1ccccc1	1	36	0.2	-2
46	O=C(COc1c(CO)cc(Br)cc1CO)NC1CCCc2ccccc21 (stereo not given)	4	2	-5.2	0

cpd	EBI2 block	A3A deaminase	A3G deaminase	NR3A LBD binder
2	-8	-2	-1	0
11	-7	-8	11	0
16	-12	1	3	-22
41	5	-6	-7	3
46	30	-3	-8	1

# (continued)
cpd	molecule	CCR6 antagonist	Gli-Sufu antag	MPTP block	CXCR6 block
51	CCCn1c(SC(C(=O)Nc2cc(C)ccc2OC)c2ccccc2)nc2ccccc2c1=O (stereo not given)	15	4	0.4	-9
52	C/C(Cn1nc([N+](=O)[O-])cc1C)=N\NC(=O)COc1c(Cl)cc(Cl)cc1Cl	-4	-3	1.5	-7
53	O=C1CC(NCc2ccc3c(c2)OCO3)C(=O)N1Cc1ccc2c(c1)OCO2 (stereo not given)	21	6	-3.1	-3
54	C=C(C)CN=C1SC(C(=O)Nc2sc3c(c2C(=O)OC)CCC3)C(N)=C1C(N)=O (stereo not given)	8	4	4.4	3
55	Cc1ccc2c(O)c(Cc3ccccc3)c(=O)[nH]c2n1	6	-18	0.4	-18
56	CCC1S/C(=N/N=C/c2cccs2)NC1=O (stereo not given)	12	-2	-0.3	-12
57	COc1ccccc1CN(C(=O)CCl)C(C(=O)NC1CCCCC1)c1ccncc1 (stereo not given)	-2	3	-2.1	-2
58	Cc1ccc(CC2SC(=O)NC2=O)cc1Cl (stereo not given)	-1	1	4.6	0
59	Cc1cccc(NC(=S)N(CCCN2CCOCC2)C(C)c2cc3ccccc3o2)c1 (stereo not given)	3	11	0.2	-1
60	O=S(=O)(NCCc1cn2ccccc2n1)c1cccs1	3	-4	-0.2	-2

cpd	EBI2 block	A3A deaminase	A3G deaminase	NR3A LBD binder
51	1	-2	-9	-1
52	-5	0	1	-6
53	0	-4	-4	3
54	4	0	-9	-1
55	-3	x	x	-2
56	9	-8	-8	0
57	-8	x	x	-2
58	2	-1	-2	0
59	7	2	-4	2
60	-7	-7	-11	0

# Records above shown as hits in EBI2 block:
entry	SMILES	CCR6 antagonist	MPTP block	CXCR6 block	EBI2 block	A3A deaminase	A3G deaminase	NR3A LBD binder
3	O=C(NCCOc1ccc(Cl)cc1)C1CCCCC1	11	-0.3	-6	61*	0	4	-3

# Going on with the list:
cpd	molecule	CCR6 antagonist	Gli-Sufu antag	MPTP block	CXCR6 block
61	COc1ccc(S(=O)(=O)N2CCCCC2)cc1NC(=O)C1CCCC1	-1	8	1.1	-10
62	CC(C)(C)N=Cc1cc(-c2ccccc2)sc1O	10	-69	2.9	16
63	O=C(COc1ccccc1)NCC(=O)Nc1cccc2ccccc12	8	-1	-0.6	0
64	COC(C[C@@H]1O[C@@H]1[C@@H](O)[C@H](C)OCc1ccccc1)OC	6	-3	-1.1	3
65	CC(C)[C@H](NC(=O)N1CCn2c1nc1ccccc12)C(=O)N[C@@H](Cc1ccccc1)C(=O)O	12	2	-0.7	5
66	CCCOC(=O)c1cccc(Nc2nc(-c3cccnc3)nc3ccccc23)c1	-14	41	66*	-10
67	COc1ccc(-c2cc(C(=O)Nc3nc4ccccc4s3)c3ccccc3n2)cc1OC	16	4	0.6	12

cpd	EBI2 block	A3A deaminase	A3G deaminase	NR3A LBD binder
61	-11	-3	-7	-2
62	7	-2	-2	9
63	-1	-5	-4	-5
64	2	2	-5	-1
65	1	-4	-10	0
66	16	-1	-4	-17
67	12	-3	-6	-7
